Compound activity: PubChem, Emory University Molecular Libraries Screening Center
14-3-3 PPI: modulators of human 14-3-3 gamma - Raf peptide interaction. P61981. FP, 14-3-3gamma / TMR-pS259-Raf peptide binding. inhibition, % at 40 µM. 160,000 compounds, 0.19% hits. AID 422; in the data active = inhibition above about 30%;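 note: 0% = protein plus tracer without compound and 100% = blank with tracer alone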
Target sequence (P61981 whole entry, looked up): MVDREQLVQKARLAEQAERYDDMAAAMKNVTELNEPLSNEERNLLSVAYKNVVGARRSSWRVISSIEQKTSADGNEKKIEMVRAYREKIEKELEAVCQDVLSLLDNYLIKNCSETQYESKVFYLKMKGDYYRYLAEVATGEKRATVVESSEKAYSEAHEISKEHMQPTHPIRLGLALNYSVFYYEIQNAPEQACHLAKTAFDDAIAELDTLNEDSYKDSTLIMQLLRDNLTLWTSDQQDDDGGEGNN
An asterisk follows results filed as active; & = joins results of further samples. This is a subset. The share of hits here may be higher or lower than overall.

SMILES	14-3-3 PPI
COc1ccc2oc(=Nc3ccc(OC(F)(F)F)cc3)c(C(=O)NC(C)=O)cc2c1	-5
CSc1nc2n(n1)C(c1cccc(Br)c1)C(C(=O)Nc1ccc(C)cc1C)=C(C)N2 (stereo unspecified)	6
COc1ccccc1N1CCN(C(=O)CSc2nc3ccc(Br)cc3c3nc4ccccc4n23)CC1	-4
CCC(=O)Nc1sc2c(c1C(N)=O)CCN(C(C)=O)C2	-7
CCCN1Cc2cccc(C(=O)N3CCN(c4cc(Cl)ccc4C)CC3)c2C1=O	-2
COc1cccc(Nc2nc(-c3ccc(Cl)cc3)cs2)c1	9
COCCn1nnnc1C(c1ccccc1OC)N1CCN(c2ccccc2)CC1 (stereo unspecified)	0
O=c1cc(-c2cccc3ccccc23)[nH][nH]1	0
N#CCSc1nc2c(cc1C#N)CCCC2	3
CCSc1nnc2c(n1)OC(c1cccc(OC)c1OCC(=O)O)Nc1ccc(Br)cc1-2 (stereo unspecified)	0
CCCCNc1c(CN2CCCC2)c(=O)oc2ccccc12	-1
CC1=C(C#N)C(=O)OC(C)(C)C1	15
Cc1ccc2[nH]c3c(N4CCCCCC4)ncnc3c2c1	-1
COc1cc2[nH]c(=O)n(Cc3ccc(C(=O)NCCC(C)C)cc3)c(=O)c2cc1OC	2
CCn1c(CNc2cccc(Cl)c2)nnc1SCC(=O)OC1CCCCC1	1
O=C(COc1ccc(Cl)cc1Cl)NCc1ccncc1	-13
CN(C(=O)Cc1c(C(=O)O)[nH]c2ccc(Cl)cc12)c1ccc(Br)cc1	0
CCCCCC1CCC(c2ccc(CO)cc2)CC1 (stereo unspecified)	-8
CCOc1ccc2ccccc2c1C(=O)Nc1c2c(nn1C(C)(C)C)CS(=O)C2 (stereo unspecified)	-8
CCS(=O)(=O)Nc1cc(-c2nc3cccnc3s2)ccc1C	-5

Reprinted at random: seven compounds from above, in no set order.
SMILES	14-3-3 PPI
CCCCNc1c(CN2CCCC2)c(=O)oc2ccccc12	-1
CC1=C(C#N)C(=O)OC(C)(C)C1	15
COc1cc2[nH]c(=O)n(Cc3ccc(C(=O)NCCC(C)C)cc3)c(=O)c2cc1OC	2
CCCCCC1CCC(c2ccc(CO)cc2)CC1 (stereo unspecified)	-8
CN(C(=O)Cc1c(C(=O)O)[nH]c2ccc(Cl)cc12)c1ccc(Br)cc1	0
CCS(=O)(=O)Nc1cc(-c2nc3cccnc3s2)ccc1C	-5
Cc1ccc2[nH]c3c(N4CCCCCC4)ncnc3c2c1	-1

3 successive records out of the list so far, for reference:
SMILES	14-3-3 PPI
CCCCCC1CCC(c2ccc(CO)cc2)CC1 (stereo unspecified)	-8
CCOc1ccc2ccccc2c1C(=O)Nc1c2c(nn1C(C)(C)C)CS(=O)C2 (stereo unspecified)	-8
CCS(=O)(=O)Nc1cc(-c2nc3cccnc3s2)ccc1C	-5

Additional entries:
SMILES	14-3-3 PPI
CC(=O)c1ccc2c(c1)C1C=CCC1C(c1cccc([N+](=O)[O-])c1)N2 (stereo unspecified)	-50
COc1ccc(-c2n[nH]c(=S)n2C2CCCCC2)cc1	-5
COc1ccc(-c2nnc3ccc(SC)nn23)cc1	4
CCC(C)[C@@H](C(=O)Nc1ccc(OC)c(OC)c1)N1Cc2ccccc2C1=O (stereo partly specified)	-2
CCC(Sc1nc2nc(C)c(Cc3cccc(C)c3)c(C)n2n1)C(=O)Nc1ccccc1OC (stereo unspecified)	1
Cc1ccsc1CC1C(=O)N(C)C(=O)N(C)C1=O	-18
CCOC(=O)C1=CN(c2ccc(C)c(C)c2)C=C(C(=O)OCC)C1c1ccc(F)cc1	-1
Cn1c(=O)c2c(ncn2CC(O)CNc2ccc(Cl)cc2)n(C)c1=O (stereo unspecified)	-7
COC(=O)c1ccc(C(=O)OC)c(NC(=O)c2cc3cc(Br)ccc3oc2=O)c1	-10
CC(C)OCCCNC(=O)c1ccc2c(c1)N(Cc1cccc(Cl)c1)C(=O)c1ccccc1S2	1
Cc1ccccc1CN1C(=O)C(O)(CC(=O)c2ccc(C(C)C)cc2)c2cc(Cl)ccc21 (stereo unspecified)	-18
CCN(CC)S(=O)(=O)c1ccc(C(=O)NCc2n[nH]c(=S)n2-c2ccc(F)cc2)cc1	-7
O=C(COc1ccccc1)NCC1COc2ccccc2O1 (stereo unspecified)	9
O=C(NCCCNCc1ccccc1)c1ccccn1	-6
Cc1nc2nc(C)c(CCC(=O)NC(C)c3ccc4c(c3)OCCO4)c(C)n2n1 (stereo unspecified)	-3
CCc1c(C)n2nc(C)cc2[nH]c1=O	-3&6
Cc1nnc(SCC(C)C)[nH]c1=O	1
CC1=CN2C(=O)CC(=O)N=C2C=C1	-2
NC(=O)c1oc2ccccc2c1NC(=O)c1ccccc1	20
Cc1ccc2nc(N3CCC(C(=O)O)CC3)nc(-c3ccccc3)c2c1	-5
CCOc1ccc(CN(CCO)CCO)cc1C(=O)OC	-2
O=C(NCCC1=CCCCC1)C1CCCN(S(=O)(=O)c2cccnc2)C1 (stereo unspecified)	-8
O=C(CSc1oc(-c2ccco2)nc1S(=O)(=O)c1ccccc1)NCC1CCCO1 (stereo unspecified)	-9&-12
O=C1CSC2(CCCCC2)N1c1ccc(Cl)cc1	-7
CCn1cc(C(=O)N2CCCCCC2)c(=O)c2cc(S(=O)(=O)N3CCCCCC3)ccc21	-4
COC(=O)C(C#N)c1nc2ccccc2nc1N1CCN(Cc2ccc3c(c2)OCO3)CC1 (stereo unspecified)	-5
CC(C)(C)OC(=O)N1CCC(C(N)=O)CC1	0
Cc1csc(NC(=O)CSc2nnc(Cc3cccn3C)n2-c2ccc(F)cc2)n1	-1
CCOC(=O)N1CCC(NC(=O)c2cc3sccc3n2CC)CC1	-5
COc1cc(NC(=O)c2ccco2)ccc1NC(=O)c1ccccc1Cl	11
Cc1ccc(-n2ncc3c(=O)[nH]c(SCc4ccccc4C)nc32)cc1C	11
Cn1c(=O)c2cc(C(=O)N3CCN(C(=O)c4ccco4)CC3)sc2c2ccccc21	-7
Nc1ccc2nsnc2c1N	1
Cc1ccc(-c2nn(CC(=O)NC(C)c3ccccc3)c(=O)c3ccccc23)cc1 (stereo unspecified)	-6
CC1CCc2nc(NC(=O)c3ccc(N4C(=O)CCC4=O)cc3)sc2C1 (stereo unspecified)	6
CSc1nnc2c(n1)OC(C1CC=C(C)CC1C)Nc1ccccc1-2 (stereo unspecified)	83*
CCN(CC)C(=O)C1CCCN(Cc2ccc(N(C)C)cc2)C1 (stereo unspecified)	-1
COC(=O)c1c(NC(=O)c2ccncc2)sc2c1C(C(=O)OC)CC2 (stereo unspecified)	-17
CCc1ccc(NC(=O)C2CCC(=O)N(c3ccc(OC)cc3)C2c2ccc(F)cc2)cc1 (stereo unspecified)	-17
C=C1c2cc(C)ccc2NC(=O)N1c1ccc(C)cc1	-2

Continued, overlapping the part above by 4 compounds.
SMILES	14-3-3 PPI
CCN(CC)C(=O)C1CCCN(Cc2ccc(N(C)C)cc2)C1 (stereo unspecified)	-1
COC(=O)c1c(NC(=O)c2ccncc2)sc2c1C(C(=O)OC)CC2 (stereo unspecified)	-17
CCc1ccc(NC(=O)C2CCC(=O)N(c3ccc(OC)cc3)C2c2ccc(F)cc2)cc1 (stereo unspecified)	-17
C=C1c2cc(C)ccc2NC(=O)N1c1ccc(C)cc1	-2
O=C(NCc1ccc2c(c1)OCO2)C1CCCN1C(=O)Nc1ccc(F)cc1 (stereo unspecified)	-6
O=C(Nc1nc(-c2ccc(Br)cc2)cs1)C1c2ccccc2Oc2ccccc21	3
O=S(=O)(Nc1nc2ccccc2nc1Nc1ccccc1F)c1ccccc1	-3
O=C1CCc2nc3sc4c(c3c(=O)n2N1)CCCC4	2&4
CC(=O)Nc1ccc(S(=O)(=O)NCCCCl)cc1	-5
COC(=O)c1c(NC(=O)c2ccoc2C)sc2c1CCC2	-13
CCc1ccc(S(=O)(=O)Nc2cnc3ccccc3c2)cc1	-10
COCCNC(=O)C1CCC(=O)N1C1CCCC1 (stereo unspecified)	-2
CCOC(=O)c1ccc(NC(=O)CSc2nnc(CNc3ccc(OC)cc3)n2C)cc1	-6
CCCS(=O)(=O)N1CCCC(C(=O)NCC2CCCO2)C1 (stereo unspecified)	-3
CCc1cc(C(=O)NCCN(C)C)cs1	-13
COc1ccccc1N1C(=O)c2ccc(C(=O)Nc3ccc(Sc4ccc([N+](=O)[O-])cc4)cc3)cc2C1=O	-28
O=C1CSC(c2ccc(F)cc2)N1c1ccc(F)cc1 (stereo unspecified)	-2
CCOc1ccc2[nH]c3c(N4CCN(c5ccccn5)CC4)ncnc3c2c1	-8
CCCCCCC(=O)Nc1c(O)c2ccccc2[nH]c1=O	0&-3
Cc1ccc(C2(C(F)(F)F)NC(=O)N3CCN=C3S2)cc1 (stereo unspecified)	0&0
CCn1c(C)nc2ccccc2c1=O	12
CN(C)c1ccc(C2C3C(=O)N(c4ccc([N+](=O)[O-])cc4)C(=O)C3ON2c2ccc(Cl)cc2)cc1 (stereo unspecified)	-4
COc1cc(NC(=O)c2cccs2)cc(OC)c1	6
Cc1ccc(NC(=O)CCCn2c3ccccc3c(=O)c3ccccc32)cc1	-29
O=C(CCc1nc(-c2cccs2)no1)Nc1nc2ccccc2s1	-25
O=C(Nc1cccc(F)c1)c1cccnc1N1CCOCC1	-8
COc1ccc(OC)c(C2CC(c3ccc(Br)cc3)Nc3ncnn32)c1 (stereo unspecified)	3
Cc1ccc(S(=O)(=O)N2CCN(C(=O)N3CCCCC3)CC2)cc1	2
COC(=O)CSc1nnc(-c2ccco2)o1	-4
CCN(Cc1ccccc1)C(c1cc2cc(C)ccc2[nH]c1=O)c1nnnn1CCOC (stereo unspecified)	1
COc1ccc2c(c1)c(=O)oc1cc3occ(C)c3cc12	-36
CC(=O)N1c2ccccc2NC2=C(C(=O)CCC2)C1c1cccc(Br)c1 (stereo unspecified)	0
Cc1ccc(NC(=O)NCCN2C(=O)C3C4C=CC(C4)C3C2=O)cc1 (stereo unspecified)	-1
CN(C)c1nc(N)nc(N(c2ccccc2)c2ccccc2)n1	6
Cc1ccccc1N1CC(c2nc3ccccc3[nH]2)CC1=O (stereo unspecified)	-10
O=C(Nc1ccc(NC(=O)c2ccccc2Br)cc1)c1ccc([N+](=O)[O-])cc1	-11
O=C(O)C1CCN(Cc2cnn(-c3ccccc3)c2-n2cccc2)CC1	-6
CCCN1CCN(c2ncnc3sc(C(=O)OCC)c(C)c23)CC1	-2
COc1ccc(-c2cc(C(F)(F)F)n3nc(C(=O)NCc4ccccc4)cc3n2)cc1	0
Cn1cc(S(=O)(=O)Nc2ccc(Br)cc2F)c(=O)n(C)c1=O	1
CCOC(=O)c1sc(=S)n(-c2cccc([N+](=O)[O-])c2)c1N	1
CCOC(=O)CNc1nnc(SCC(=O)OCC)[nH]c1=O	-4
COc1ccc(NC(=O)CN2CCN(c3ccccn3)CC2)cc1Cl	-6
C=CCn1nnnc1SCC(=O)Nc1cccc(OC)c1	-9
CCCOC(=O)C1=C(C)NC2=C(C(=O)CC(C)(C)C2)C1c1cccs1 (stereo unspecified)	-8
CCc1ccc(C2NC(C(=O)O)CS2)s1 (stereo unspecified)	5
CC1CCC2C(=O)N(c3cccc(OC(=O)c4ccc([N+](=O)[O-])cc4)c3)C(=O)C2C1 (stereo unspecified)	-10
CNC(=O)C1=C(C)NC(=S)NC1c1ccc(OC)cc1 (stereo unspecified)	2
CCCOC(=O)C1=C(C)N(C)C(=O)NC1c1cccc([N+](=O)[O-])c1 (stereo unspecified)	2
CCC(C)NC(=O)CN1N=C(c2ccccc2)CCC1=O (stereo unspecified)	-5
Cc1ccccc1CN1CCN(CC(=O)NCc2ccccc2)C1=O	-5&-4
O=C(O)C1CN(CCCP(=O)(O)O)CCN1 (stereo unspecified)	-3
Cc1ccc(-c2nn[nH]n2)o1	-1
Cc1ccc(-c2nnc(N(C)C(=O)c3cccnc3)s2)cn1	-2

Part of the list above in order of length of the SMILES, descending:
SMILES	14-3-3 PPI
CC1CCC2C(=O)N(c3cccc(OC(=O)c4ccc([N+](=O)[O-])cc4)c3)C(=O)C2C1 (stereo unspecified)	-10
CCSc1nnc2c(n1)OC(c1cccc(OC)c1OCC(=O)O)Nc1ccc(Br)cc1-2 (stereo unspecified)	0
CC(=O)c1ccc2c(c1)C1C=CCC1C(c1cccc([N+](=O)[O-])c1)N2 (stereo unspecified)	-50
Cc1ccc(-n2ncc3c(=O)[nH]c(SCc4ccccc4C)nc32)cc1C	11
CCOC(=O)CNc1nnc(SCC(=O)OCC)[nH]c1=O	-4

Next part
SMILES	14-3-3 PPI
COc1nnc(Cl)c2ccccc12	17
CCC(=O)Nc1nonc1-c1nc2ccccc2n1Cc1ccccc1C	1
O=C1NC(c2ccccc2)Oc2ccccc21 (stereo unspecified)	-2
Cc1sc(NC(=O)c2ccccc2Cl)c(C(N)=O)c1C	5
CC(C)CN(CCNC(=O)CC1Oc2ccccc2NC1=O)CC(C)C (stereo unspecified)	2
Cc1ccc(C2NC(C(=O)O)CS2)cc1 (stereo unspecified)	-6
CC1=NC(C)(C)Cc2cc(C)c(C)cc21	-19
COc1ccc(C2Nc3ccccc3C(=O)N2O)cc1OC (stereo unspecified)	7
O=C(Nc1ccc2oc(-c3ccccc3F)nc2c1)c1ccc(-c2ccccc2[N+](=O)[O-])o1	-106
Cc1onc(-c2ccccc2Cl)c1C(=O)N1CCN(Cc2ccccc2)CC1	0
Cc1cc(NC(=O)c2cc(-c3ccc4c(c3)OCO4)on2)no1	-14
CC(C)OC(=O)[C@H]1[C@H](c2ccc(Cl)cc2)[C@@](C#N)(C(N)=O)[C@@H]2C=CC(C(N)=O)=CN21	-6
Cc1ccccc1N1COc2ccc3cc(Br)ccc3c2C1	-2
Cc1ccc2[nH]c(=O)cc(C(=O)O)c2c1	-13
Clc1ccccc1-c1ccc(C=Cc2nc3ccccc3o2)o1	-80
O=C(O)CCCC(=O)Nc1ccc(C(=O)O)cc1	2
CCOCCCNC(=O)c1cc(-c2ccc(Cl)s2)nc2ccccc12	3
COCCCNS(=O)(=O)c1ccc2c3c(cccc13)C(=O)S2	-4
